# bIAP act = bovine intestinal alkaline phosphatase activators, primary screen, biochemical, bovine IAP, CDP-star luminescence | 0.17% of 200,000 active | activation factor at 20 µM | purified bovine IAP, 30 min; stronger effect = higher value; fold of DMSO-control signal, blank-subtracted;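 active = activation factor of 2 or more at 20 µM, a signal rise over negative controls twice the positive control's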
# PMI act satM6P = human PMI activators, high substrate, primary screen, biochemical, fluorescence intensity, near-saturating mannose 6-phosphate. Mannose-6-phosphate isomerase (Homo sapiens), P34949. coupled PMI enzyme assay, resazurin fluorescence, 20 min; stronger effect = higher value; 1 = untreated enzyme, 0 = substrate-free blank. activation factor at 20 µM. 0.34% of 190,000 active. AID 1216, 2008;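 active = activation factor of 2 or more at 20 µM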
# Target sequence (P34949 whole entry, looked up): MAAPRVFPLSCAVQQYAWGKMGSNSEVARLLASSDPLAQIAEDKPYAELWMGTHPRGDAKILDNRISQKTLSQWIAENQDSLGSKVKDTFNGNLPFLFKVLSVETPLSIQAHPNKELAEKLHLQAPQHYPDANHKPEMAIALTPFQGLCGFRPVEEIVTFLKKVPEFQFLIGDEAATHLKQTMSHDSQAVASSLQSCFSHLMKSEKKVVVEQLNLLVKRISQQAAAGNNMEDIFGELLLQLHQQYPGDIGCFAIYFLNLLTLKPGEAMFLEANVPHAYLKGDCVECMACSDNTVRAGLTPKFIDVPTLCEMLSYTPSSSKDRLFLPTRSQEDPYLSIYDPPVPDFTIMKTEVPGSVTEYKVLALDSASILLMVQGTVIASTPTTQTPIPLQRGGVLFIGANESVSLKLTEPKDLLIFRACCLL
#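 Test system – human PMI in coupled enzyme assay · Timing – 20 min incubation at room temperature · Detection – Diaphorase-driven resazurin-to-resorufin fluorescence, excitation 544, emission 590 nm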
# FLuc inh counter = firefly luciferase enzyme inhibitors, primary screen, artefact control for luciferase-based inhibitor screens, biochemical, luminescence, ATPLite; 10 min; inhibition, % at 10 µM; 1.5% of 200,000 active;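 active = inhibition above about 50% when tested at 10 µM, limit read from the data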
# NF-kB expr up = activators of NF-kB expression in neurons, primary screen, cell-based, HTS; human neuronal cells, NF-kB reporter expression; stronger effect = higher value; fold change at 12.5 µM; 1.6% of 190,000 active; in the data active = fold change above about 3.3
# TNAP inh noacc = human TNAP enzyme inhibitors, primary screen, biochemical, luminescent, no phosphate acceptor, uHTS | purified TNAP, CDP-star luminescence, 30 min | 0.26% of 200,000 active | inhibition, % at 20 µM;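 active = tissue-nonspecific alkaline phosphatase inhibition above about 50% at 20 µM in the single-dose screen, limit read from the data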;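 also: 0% = DMSO negative control and 100% = EDTA positive control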
# Target sequence (P05186 whole entry, looked up): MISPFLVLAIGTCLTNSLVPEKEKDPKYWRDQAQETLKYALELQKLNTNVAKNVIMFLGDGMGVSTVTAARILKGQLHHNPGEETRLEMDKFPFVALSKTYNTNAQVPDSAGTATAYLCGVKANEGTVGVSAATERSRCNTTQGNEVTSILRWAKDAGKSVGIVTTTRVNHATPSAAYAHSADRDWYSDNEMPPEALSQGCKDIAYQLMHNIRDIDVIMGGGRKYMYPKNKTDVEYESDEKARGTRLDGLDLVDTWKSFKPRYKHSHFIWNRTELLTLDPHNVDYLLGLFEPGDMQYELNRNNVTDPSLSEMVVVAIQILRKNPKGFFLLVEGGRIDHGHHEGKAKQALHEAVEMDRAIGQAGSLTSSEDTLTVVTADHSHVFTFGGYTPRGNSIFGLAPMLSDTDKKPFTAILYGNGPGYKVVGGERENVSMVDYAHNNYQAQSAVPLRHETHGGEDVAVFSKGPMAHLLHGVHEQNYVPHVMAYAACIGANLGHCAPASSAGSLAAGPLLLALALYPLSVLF
# FLuc act counter = FLuc activators, initial screening, artefact control for FLuc-dependent activation tests, biochemical, ATPlite luminescence; ATPlite luciferase biochemical, 10 min; 0 = ATP-free wells, 1 = DMSO control; activation factor at 10 µM; 200,000 tested, under 10 active; AID 1027, 2008;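 active = luciferase activation factor, scaled between plate controls, of at least 2 with compound at 10 µM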
#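 Assay system: Luciferase/luciferin detection reagent, cell-free biochemical luciferase assay / Read-out: luciferase activation / Benchmarks: No-ATP low control, compound-free enzyme-plus-ATP high control / Medium: PBS buffer for ATP / Detection: luminescence measurement of luciferase light output / Schedule: 10 min at ambient temperature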
# APP 5'UTR act = activators of APP 5'UTR luciferase reporter, primary screen, SH-SY5Y cells; AID 1276, 2008; 1% of 190,000 active; activation, % at 2 µM; SH-SY5Y APP 5'UTR luciferase reporter, luminescence; zero percent = DMSO vehicle wells;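 active = activation above a set limit, based on mean plus 3 SD of controls, cut at about 140% in these data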; also: values of inactives mirror those of a sister screen read the other way
# PMI act = activators of human PMI, primary screen, biochemical, fluorescence intensity, near-Km mannose 6-phosphate; Mannose-6-phosphate isomerase (Homo sapiens), P34949; purified human PMI, coupled resazurin fluorescence, 20 min; stronger effect = higher value; 1 = vehicle control, 0 substrate-free wells; activation factor at 20 µM; 0.005% of 190,000 active; AID 1214, 2008;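 active = activation factor of 2 or more at 20 µM, relative to plate controls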
# TNAP act hiacc = TNAP activators at high phosphate acceptor level, primary screen, biochemical, luminescence, uHTS | purified TNAP, CDP-star luminescence, 1 M DEA, 30 min; stronger effect = higher value; 0 = EDTA background, 1 = DMSO-only activity | activation factor at 20 µM | 200,000 tested, under 10 active | AID 1136, 2008;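 active = activation factor at least 2 at 20 µM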
#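 Dosing: 20 µM single point. System: human TNAP. Amount: TNAP 1/800 final. Incubation: 30 min, room temperature. Read-out: TNAP activation factor scaled between EDTA and DMSO control wells. Signal: luminescence from CDP-star hydrolysis. Medium: 1 M DEA, pH 9.8, Mg2+, Zn2+. Control set: EDTA negative control, DMSO positive control.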
# TNAP inh hi DEA = human TNAP enzyme inhibitors, primary screen, biochemical, luminescent, high phosphate acceptor level, uHTS. Alkaline phosphatase, tissue-nonspecific isozyme (Homo sapiens), P05186. purified TNAP, CDP-star luminescence, 1 M DEA. inhibition, % at 20 µM. 0.03% of 200,000 active. AID 1135, 2008;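 active = over 50% inhibition of tissue-nonspecific alkaline phosphatase at 20 µM in the single-dose screen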;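 also: plate controls were DMSO wells for no effect and EDTA-quenched wells as full inhibition for full effect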
# Numbers without * were called inactive; . = not tested or not shown.
SMILES,bIAP act,PMI act satM6P,FLuc inh counter,NF-kB expr up,TNAP inh noacc,FLuc act counter,APP 5'UTR act,PMI act,TNAP act hiacc,TNAP inh hi DEA
CC1(C)CC(=O)C2=C(C1)Nc1ccccc1NC2c1nc2ccccc2[nH]1 (stereo not drawn),0.9,1,4,1.3,15,1,12,1,1,-3
CC(=O)NC(Cc1ccc(F)cc1)C(=O)NC1CCN(c2nnnn2-c2ccccc2)CC1 (stereo not drawn),1,0.8,-2,0.94,-12,1,22,0.8,1,-2
CCN1CCN(c2cc(C)c3cc(NC(=S)N4CCN(c5ccc(F)cc5)CC4)ccc3n2)CC1,1.1,0.7,-8,1.2,-7,1.1,-4,0.8,1.1,-6
COc1cc(OC)c(NC(=O)CCNS(=O)(=O)c2ccc3c(c2)oc(=O)n3C)cc1Cl,1.1,0.9,-6,1.1,-2,1.1,-10,1,1,1
COc1ccccc1NS(=O)(=O)c1cc(N)ccc1N1CCCCC1,1,0.5,-1,0.84,-7,1,0,0.3,1,-2
COc1ccc(CCNCCC(=O)Nc2c(C)cc(C)cc2C)cc1OC,1,1,-18,1.2,8,1.2,-16,1,1,-2
CCCNC(=O)OCC12CC3CC(CC(C3)C1)C2,0.9,0.9,-1,1.3,-7,1,11,0.9,1,-1
COC(=O)c1cccc(NC(=O)c2cccnc2C(=O)O)c1C,1,1.1,-1,0.94,-4,1,-4,1,1,1
Cc1cccc(N/C=C(\[N+](=O)[O-])S(=O)(=O)c2ccccc2)c1C,1.2,0.7,-4,1.4,-12,1,-2,0.9,1,-3
CCOC(=O)c1ccc(NC(=O)Nc2ncccc2C)cc1,1.1,1.1,49,0.95,0,0.5,50,1.1,1,-2
O=C(NC(c1ccccc1)c1ccccc1)N1CCN(CCO)CC1,1.1,1.1,-3,0.95,-6,1,21,1.1,1,1
C(=C\c1ccccc1)/CN1CCN(Cc2ccc3c(c2)OCCO3)CC1,1,1.1,-3,1,-4,1,-2,1,1.1,-6
COc1ccc(S(=O)(=O)Nc2ccc(N(C)C(C)=O)cc2)cc1,0.9,1.1,-1,0.94,2,1,-19,1.1,1,-2
O=C(Nc1nccs1)c1cc(-c2ccncc2)nc2ccccc12,1,0.8,0,0.9,-11,1,2,0.9,1,3
O=C(/C=C/c1ccccc1)NC1CCCc2ccccc21 (stereo not drawn),1,1,-3,1.4,-1,1,25,1,1,-3
CCOc1ccc(C(=O)CC(Sc2ccc(C)cc2)C(=O)O)cc1 (stereo not drawn),0.9,1,-4,0.88,10,1,8,1,1,4
COc1ccc(N2CCN(Cc3nc4c(c(=O)n(C)c(=O)n4C)n3Cc3cccc(C)c3)CC2)cc1,1,0.8,1,0.67,0,1,-6,0.9,1,4
O=S(=O)(c1ccc(F)cc1)N(CCO)CC(O)Cn1c2ccccc2c2ccccc21 (stereo not drawn),0.9,1,-6,0.66,-1,1.1,2,0.9,1.1,-6
CCOC(=O)Cc1cc(=O)[nH]c(/N=C(\N)Nc2ccc(C)cc2C)n1,1.2,1.1,4,1,-29,1,10,1.1,1,1
CN(C)c1ccc(C(CC(=O)c2ccccc2)C2CCCCC2=O)cc1 (stereo not drawn),1,1.1,-10,1.1,0,1.1,-15,1,1,-2
C#CCOCCOCCOCCNc1nc(N2CCOCC2)nc(N2CCN(C(=O)[C@H](C)n3cc(CCCN=C(N)N)nn3)CC2)n1,1.1,1.2,-6,0.93,-7,1.1,4,1.1,1,-4
N#Cc1cc2c(nc1SCC(=O)Nc1sc3c(c1C#N)CCC3)CCCCC2,0.9,1,-4,1.3,-8,1,22,1,1,-2
O=C(CSc1nnc(Cc2ccccc2)n1-c1ccccc1)NNC(=O)Cc1ccccc1,1.6,0.9,-6,1.2,-126,1.1,4,0.9,1,0
O=C(CCNS(=O)(=O)c1cccc2nsnc12)N1CCc2ccccc21,0.9,1,0,0.93,-10,1,7,1,1,-2
Cn1cc(Cl)c(-c2n[nH]c(=S)n2-c2ccc(F)cc2)n1,1.1,1,-2,1.1,0,1,4,1,1,-4
CCCCNC(=O)CSc1nnc(-c2c[nH]c3ccccc23)n1CC1CCCO1 (stereo not drawn),1.1,1.1,-3,1.2,-9,1,-4,1,1,-4
CCC(Sc1nncn1C)C(=O)Nc1cc(C)on1 (stereo not drawn),1,0.9,-4,1.1,-7,1,-12,0.8,1,-3
Nc1nncn1C(=O)CCCOc1ccc(Cl)cc1Cl,1,1.1,18,0.82,-11,0.8,-16,1,1.1,-7
Cn1c(Cn2cnc([N+](=O)[O-])n2)nnc1SCC(=O)Nc1cccc(Cl)c1,1,1,-2,1.1,-3,1,21,1,1,0
O=C(Cc1ccccc1)Nc1cccnc1,1.1,1,-4,1.1,-6,1,8,1,1,-2
O=S1(=O)CC(O)C(NCc2cccnc2)C1 (stereo not drawn),0.8,1,-2,1.1,-10,1,11,0.9,1,-5
Cc1[nH]n(CCC#N)c(=O)c1CC(=O)N1CCN(c2ccccc2)CC1,1.1,1.8,-8,1.1,-16,1.1,-9,1.6,1.1,-6
Cc1ccccc1CSCCNC(=O)Nc1ccccc1,0.9,1,4,1.1,-9,1,-6,1,1,0
COc1cccc(N2CCN(c3ncnc4c3[nH]c3ccc(F)cc34)CC2C)c1 (stereo not drawn),1.2,0.9,-8,0.11,-14,1.1,-27,0.8,1.1,-5
COC(=O)CN1C2(C#N)CCCCC2CC2CCCCC21C#N (stereo not drawn),1,1.1,0,1.4,-9,1,8,1,1,-3
Cc1ccccc1Cn1cc(NC(=O)c2cc(-c3cccs3)on2)cn1,0.9,1.1,-6,1.6,-8,1.1,1,1.1,1,-2

# Brought forward from above: 5 entries, followed by the next part.
SMILES,bIAP act,PMI act satM6P,FLuc inh counter,NF-kB expr up,TNAP inh noacc,FLuc act counter,APP 5'UTR act,PMI act,TNAP act hiacc,TNAP inh hi DEA
Cc1[nH]n(CCC#N)c(=O)c1CC(=O)N1CCN(c2ccccc2)CC1,1.1,1.8,-8,1.1,-16,1.1,-9,1.6,1.1,-6
Cc1ccccc1CSCCNC(=O)Nc1ccccc1,0.9,1,4,1.1,-9,1,-6,1,1,0
COc1cccc(N2CCN(c3ncnc4c3[nH]c3ccc(F)cc34)CC2C)c1 (stereo not drawn),1.2,0.9,-8,0.11,-14,1.1,-27,0.8,1.1,-5
COC(=O)CN1C2(C#N)CCCCC2CC2CCCCC21C#N (stereo not drawn),1,1.1,0,1.4,-9,1,8,1,1,-3
Cc1ccccc1Cn1cc(NC(=O)c2cc(-c3cccs3)on2)cn1,0.9,1.1,-6,1.6,-8,1.1,1,1.1,1,-2
CCOc1cccc(CN2CCN(c3cccc(C(F)(F)F)c3)CC2)c1O,1,1,3,0.96,2,1,7,1,1,5
CCN(CC)S(=O)(=O)c1ccc(OC)c(NC(=O)c2cccc(C)c2[N+](=O)[O-])c1,1,0.9,-5,0.98,-16,1.1,-1,0.9,1.1,-7
CCn1c(=O)c(C(=O)Nc2ccccc2S(N)(=O)=O)c(O)c2ccccc21,1,1,0,1.3,-1,1,13,1,1,-3
CSc1nc2sc(-c3ccccc3)cc2c(=O)n1N,0.9,1.1,34,2,-15,0.7,2,1.1,1,-4
O=S(=O)(c1cccc2nonc12)N1CCCCCC1,0.9,1.1,-4,1,-9,1,7,1,1.1,-6
CCc1nc2ccccc2c(C(=O)OCc2nnc(-c3ccccc3)o2)c1C,1,0.9,-2,0.84,2,1,.,0.9,1.1,-8
COc1cccc(Nc2ncnc3c2cnn3-c2cccc(C)c2)c1,1,0.9,3,1.3,-11,1,52,0.9,1,-3
Cc1ccc(OCCCN2CCOCC2)c([N+](=O)[O-])c1,0.8,0.9,-3,1.9,-8,1,32,1,1,0
CSc1ccccc1-c1nnc(-c2ccc(Cl)c(Cl)c2)o1,1.1,1,6,1.3,-10,0.9,-3,1,1,-4
O=C(CCc1nc2ccccc2c(=O)[nH]1)Nc1ccc(Cl)c(Cl)c1,1,1,-4,1.2,-8,1,-5,1.1,1,-4
COc1cccc(C2C=C(Nc3ccccc3)C(=O)N2c2ccccc2)c1 (stereo not drawn),1.1,2.2*,0,1,-2,1,-13,1.7,1.1,-6
CC(C)c1ccc(S(=O)(=O)c2n[nH]n3c2nc(=O)c2ccccc23)cc1,1,1,-6,0.9,0,1.1,-8,1,1,1
Cn1ncc(C#N)c1NC(=O)C1CC(c2ccc(Cl)c(Cl)c2)=NO1 (stereo not drawn),1,1,-4,1.2,-12,1,5,0.9,1.1,-6
CSc1nc(-c2ccccc2)c(C#N)c(=O)n1C,1.3,1,-3,1.1,-4,1,7,0.9,1,-2
CCCCn1c(=O)[nH]c(=O)c2c1nc(-c1ccccc1F)n2Cc1ccccc1,1.3,1.1,-6,1,-18,1.1,1,1,1,-4
CCCCc1nnc(NC(=O)Cn2cnc3ccccc3c2=O)s1,1.1,1,-7,1.1,-10,1.1,-2,0.9,1.1,-7
Cc1ccc(C)c(NC(=O)CSc2ccc(-c3cccs3)nn2)c1,1.4,1.1,-4,0.87,-6,1,-2,1,1,-3
CCOC(=O)c1c(NC(=O)CSc2nnc(Cc3csc(N)n3)n2C)sc(C)c1C,1,0.8,0,0.92,-10,1,29,0.8,1.1,-7
COc1ccc(F)cc1CN1CCN(C(=O)CCC(=O)Nc2nnc(C(C)C)s2)CC1,1,0.7,-8,0.83,-10,1.1,-8,1,1,-3
O=C(O)c1ccc(N=Cc2nc(-c3ccco3)oc2O)cc1,0.9,1,-1,0.95,-9,1,-11,1.1,1,-2
CC1=CCC(/C=N\Nc2nnc3c(n2)[nH]c2ccccc23)CC1 (stereo not drawn),1,1,19,1.1,-24,0.8,28,0.9,0.9,6
COCCCNCCCOc1ccc(C(C)(C)c2ccccc2)cc1,0.7,1,-2,0.92,-6,1,-6,1,1.1,-7
CC(Oc1ccccc1)C(=O)NCc1cccnc1 (stereo not drawn),0.9,1.1,-2,1.1,-8,1,-1,1.1,1,-3
Cc1ccc(S(=O)(=O)NCCCCCC(N)=O)cc1,0.9,1,-5,1.1,-8,1,27,0.9,1,-1

# Three compounds from above, limited to PMI act.
compound	PMI act
Cc1ccccc1CSCCNC(=O)Nc1ccccc1	1
COc1cccc(N2CCN(c3ncnc4c3[nH]c3ccc(F)cc34)CC2C)c1 (stereo not drawn)	0.8
COC(=O)CN1C2(C#N)CCCCC2CC2CCCCC21C#N (stereo not drawn)	1

# Source: PubChem (several laboratories)
